# From PubChem BioAssay
# KDM5B inhibitor = blocks human KDM5B histone demethylase activity; Q9UGL1; KDM5B demethylase, FDH-coupled NADH fluorescence (FDH is formaldehyde dehydrogenase); Potency, µM (titrated, usually from 57.7 µM), for the others: at the highest dose activity change, negative = inhibition, actives largely listed as inhibitors; hit rate 2.6% among 220,000; active = well fitted inhibition curve with a large enough effect; inconclusive = small, poorly fitted or top-dose-only effect; inactive = no such curve, though single readings can be large or run the other way; note: 0% is about no effect; nearly all actives have a fitted effect of over 70% in size
# Target sequence (Q9UGL1 whole entry, looked up): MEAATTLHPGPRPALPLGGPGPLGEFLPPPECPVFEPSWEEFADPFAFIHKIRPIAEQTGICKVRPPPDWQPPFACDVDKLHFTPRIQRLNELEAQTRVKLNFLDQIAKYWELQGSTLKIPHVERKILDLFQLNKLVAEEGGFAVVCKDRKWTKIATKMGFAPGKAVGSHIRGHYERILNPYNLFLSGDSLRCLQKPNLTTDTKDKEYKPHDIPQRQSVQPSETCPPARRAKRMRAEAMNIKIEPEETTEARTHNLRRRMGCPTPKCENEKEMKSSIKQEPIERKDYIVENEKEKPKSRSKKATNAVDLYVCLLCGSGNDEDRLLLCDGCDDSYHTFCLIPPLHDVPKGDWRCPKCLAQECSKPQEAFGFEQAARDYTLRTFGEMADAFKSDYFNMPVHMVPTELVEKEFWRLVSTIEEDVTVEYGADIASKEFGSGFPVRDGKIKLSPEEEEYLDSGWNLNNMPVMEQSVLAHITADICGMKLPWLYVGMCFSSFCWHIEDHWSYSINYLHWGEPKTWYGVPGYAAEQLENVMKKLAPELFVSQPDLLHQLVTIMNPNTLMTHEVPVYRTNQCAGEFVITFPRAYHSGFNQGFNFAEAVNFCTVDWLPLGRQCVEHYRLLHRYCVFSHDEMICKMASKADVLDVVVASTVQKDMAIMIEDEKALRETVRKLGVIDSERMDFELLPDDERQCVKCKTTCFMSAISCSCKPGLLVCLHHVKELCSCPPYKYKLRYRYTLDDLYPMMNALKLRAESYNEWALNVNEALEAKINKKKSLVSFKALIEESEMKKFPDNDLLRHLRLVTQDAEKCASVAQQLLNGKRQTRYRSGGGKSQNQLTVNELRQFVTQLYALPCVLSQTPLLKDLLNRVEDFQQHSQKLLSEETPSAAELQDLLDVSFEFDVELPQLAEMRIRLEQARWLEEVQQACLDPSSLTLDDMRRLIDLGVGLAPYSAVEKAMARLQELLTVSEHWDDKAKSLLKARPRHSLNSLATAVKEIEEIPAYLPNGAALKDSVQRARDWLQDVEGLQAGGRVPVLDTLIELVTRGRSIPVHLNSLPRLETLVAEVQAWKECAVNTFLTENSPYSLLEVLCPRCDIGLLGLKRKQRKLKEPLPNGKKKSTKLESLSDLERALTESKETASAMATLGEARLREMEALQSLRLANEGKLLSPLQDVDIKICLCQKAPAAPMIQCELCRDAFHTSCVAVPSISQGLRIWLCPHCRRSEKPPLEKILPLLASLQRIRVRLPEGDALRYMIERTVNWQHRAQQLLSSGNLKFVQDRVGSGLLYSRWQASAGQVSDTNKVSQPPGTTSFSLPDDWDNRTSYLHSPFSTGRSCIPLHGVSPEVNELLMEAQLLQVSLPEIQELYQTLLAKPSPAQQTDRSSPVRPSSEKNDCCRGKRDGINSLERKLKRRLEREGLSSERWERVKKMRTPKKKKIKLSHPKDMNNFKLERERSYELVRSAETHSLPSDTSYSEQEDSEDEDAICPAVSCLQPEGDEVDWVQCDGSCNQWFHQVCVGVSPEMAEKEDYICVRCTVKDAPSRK
#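 Measured: NADH fluorescence change, 30 min, RT. System: KDM5BΔAP 200 nM final, H3K4me3 peptide, α-KG, Fe(II), ascorbate, NAD⁺ plus FDH, pH 7.5 HEPES. Compounds: titrated, 10 min pre-incubation with enzyme.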
# Active calls of the source: *; ? = inconclusive; [ ] = another dose, or the depositor's remark. Potency is the fitted concentration of half-maximal effect. Only part of the results is shown; rates above refer to the full screens.
molecule	KDM5B inhibitor
CCOc1ccc(CC(=O)N2CCC3(CC2)CC(O)CCO3)cc1 (stereo not drawn)	13.5%
Cc1ccc2c(CC(=O)NCC34CC5CC(CC(C5)C3)C4)coc2c1	17.5%
O=C(Cc1csc(-c2ccccc2)n1)Nc1ccnn1Cc1cccc(Cl)c1	-10.9%
COCCN1Cc2ccc(NCC(C)C)nc2C(C)(C(=O)Nc2cccc(F)c2)C1 (stereo not drawn)	31.6µM*
CC(=O)N1CCCC2(CC(c3ccccn3)=NO2)C1 (stereo not drawn)	24.3%[230 µM]
FC(F)(F)Oc1ccc(-c2cn3cccnc3n2)cc1	?
O=C1NC2(CCN([S+](=O)([O-])c3cccc(C(F)(F)F)c3)C2)N=C1c1cccnc1 (stereo not drawn)	2.6%
Oc1c(C(c2cccc(Cl)c2)N2CCOCC2)sc2nc(-c3ccco3)nn12 (stereo not drawn)	?
CCOC(=O)CSc1nc2c(c(=O)[nH]c(=O)n2C)n1CCCc1ccccc1	-5.5%
CC(C)(C)C(=O)NC1(C(F)(F)F)C(=O)Nc2c1c(=O)[nH]c(=O)n2-c1ccccc1 (stereo not drawn)	2.6%
CCNC(=S)N1CCC(C(N)=O)CC1	14.2%
CCCCCc1nn2cc(-c3ccccc3)nc2s1	-47.3%

# (next part)
molecule	KDM5B inhibitor
COc1cc(Cl)ccc1OC(=O)c1cn(-c2ccccc2OC)c(=O)c2ccccc12	-13.8%
Cc1ccccc1CC(=O)NC(C)c1ccncc1 (stereo not drawn)	15.5%
CCc1nnsc1C(=O)N(C)Cc1ccc(Cl)c(Cl)c1	7.0%
CCOc1cc(O)c(-c2[nH]ncc2-c2nc(C)cs2)cc1CC	-16.8%
Cc1ccc(NC(=O)CCCc2nnc3n(C)c(=O)c4sccc4n23)cc1C	-8.7%
COC(=O)C1=CN(CC(=O)Nc2ccccc2Cl)S(=O)(=O)N=C1C	-9.6%
CCn1nccc1C(=O)N1CCc2ncnc(N3CCOCC3)c2CC1	-12.1%
Cc1ccc2ncnc(-c3ccccc3)c2c1	-24.0%
O=C(c1ccccc1)N1CCCCC1c1nc(C2CC2)n[nH]1 (stereo not drawn)	-4.4%
CC(CNC(=O)Cn1ccc2cc(S(=O)(=O)N3CCCCC3)ccc21)c1ccccc1 (stereo not drawn)	?
CCNc1ncnc2sc3c(c12)CCN(C(=O)CCOC)C3	?
COc1ccc2ccc(OC(=O)c3ccc(CNC(C)=O)cc3)cc2c1	0.6%

# By substructure: the entries above containing a CF3 group.
molecule	KDM5B inhibitor
FC(F)(F)Oc1ccc(-c2cn3cccnc3n2)cc1	?
O=C1NC2(CCN([S+](=O)([O-])c3cccc(C(F)(F)F)c3)C2)N=C1c1cccnc1 (stereo not drawn)	2.6%
CC(C)(C)C(=O)NC1(C(F)(F)F)C(=O)Nc2c1c(=O)[nH]c(=O)n2-c1ccccc1 (stereo not drawn)	2.6%

# Further records:
molecule	KDM5B inhibitor
CN(Cc1ccccc1)S(=O)(=O)c1ccc(OCC(=O)N2CCC(C(N)=O)CC2)cc1	-44.7%
CC(=O)Nc1cccc(NC(=O)c2nn(-c3ccc(F)c(F)c3)c3c2CCC3)c1	?
O=C(Nc1nonc1-c1ccc2c(c1)CCCC2)c1cc(=O)c2ccccc2o1	-7.3%
Cc1cnc2c(c1SCCN1CCOCC1)c(=O)n(C)c(=O)n2C	-19.5%
Cc1cccnc1NC(=O)C1c2ccccc2C(=O)N(Cc2ccccc2)C12CCCC2 (stereo not drawn)	-4.4%
CCc1ccc(NC(=O)Cn2nc(SC)c(S(=O)(=O)c3ccc(OC)cc3)c2N)cc1	-5.2%
CCOC(=O)Cc1ccc(NC(=O)N2CCC(CN3CCc4ccccc4C3)CC2)cc1	4.8%
CCCC(=O)Oc1c(Sc2ccc(Cl)cc2)c(C)nn1-c1ccccc1	?
CC(C)CNC(=O)C(=O)Nc1c2c(nn1-c1ccc(Cl)cc1)CSC2	-16.5%
CN(Cc1cccc(C#N)c1)C(=O)Cc1cccs1	-1.6%
CN1c2cc(C(N)=O)ccc2C(=O)N2CCCCC21 (stereo not drawn)	?
CCC1(O)CCC12CCN(C(=O)c1ccoc1)CC2 (stereo not drawn)	-17.8%

# Additional entries:
molecule	KDM5B inhibitor
COc1cccc(NC(=O)C2CCCN(Cc3cccnc3)CCC(=O)NCC2)c1 (stereo not drawn)	?
CCN(c1ccc(OC)cc1)S(=O)(=O)c1cc(-c2cc(C)no2)ccc1C	-5.5%
COc1cccc(NC(=O)C2CC(=O)N(c3ccc(Br)cc3)C2)c1 (stereo not drawn)	-7.4%
O=C([C@H]1C[C@H](Oc2cccnc2)CN1C(=O)CCc1c[nH]c2ccccc12)N1CCOCC1	-28.0%
COc1ccc(CN(Cc2ccccc2)Cc2cc(=O)n3cc(C)sc3n2)cc1OC	?
Cc1ccc(S(=O)(=O)c2nnn3c2nc(Nc2ccc(C(C)C)cc2)c2sccc23)cc1C	3.0%
CN1C(=O)[C@@H]2C[C@@H](CN2Cc2ccc3ccccc3n2)Oc2ccccc21	?
O=C(C[C@@H]1C[C@H]2O[C@H](CNCc3ccccc3OC(F)(F)F)[C@@H](O)[C@H]2O1)N1CCC(F)(F)C1	19.5%
COCC1CN(C(C)=O)CC12CCN(Cc1ccc3c(c1)CCO3)CC2 (stereo not drawn)	-12.7%
O=S(=O)(NCCc1ccc(-n2cccn2)cc1)c1ccccc1	-14.3%
Cc1ccc(C(=O)Nc2cc(-c3cn4cccnc4n3)ccc2C)cc1C	?
COCCn1c(C)cnc1CCNC(=O)Cc1cccc(F)c1	-14.8%

# Random excerpt: two entries already listed, in no set order.
molecule	KDM5B inhibitor
COc1cccc(NC(=O)C2CCCN(Cc3cccnc3)CCC(=O)NCC2)c1 (stereo not drawn)	?
Cc1ccc(S(=O)(=O)c2nnn3c2nc(Nc2ccc(C(C)C)cc2)c2sccc23)cc1C	3.0%

# Other results:
molecule	KDM5B inhibitor
COc1ccccc1N1CCN(S(=O)(=O)CCNC(=O)c2cc(=O)c3ccccc3o2)CC1	-0.6%
O=C(CN1CC2CC(C1)[C@H]1CCCC(=O)N1C2)NC1CCCCC1 (stereo partly drawn)	4.5%
O=C1NCc2ccccc2CC12CCN(Cc1ccc(F)cc1)C2 (stereo not drawn)	20.7%[149 µM]
CCNC(=O)N1CCCC1c1noc(CCC(=O)N2CCN(c3ccccc3)CC2)n1 (stereo not drawn)	-1.5%
CCOc1ccc(OCC)c(S(=O)(=O)N2CCN(c3cccc(C)c3C)CC2)c1	3.4%
COc1cccc(-c2cc(C3CCN(C(=O)Nc4ccccc4Cl)CC3)[nH]n2)c1	-21.3%
CCc1ccc(NC(=O)c2ccc(NS(=O)(=O)c3c(C)noc3C)cc2)cc1	-69.3%
CCC(=O)N1CCc2c(sc3ncnc(NCCc4ccccc4)c23)C1	10.9%
O=C(CNC(=O)c1ccccc1)NCCc1c[nH]c2ccccc12	-6.7%
O=C(NC1CCCCC1)C1CN(C(=O)c2cccc(Br)c2)CC12CCOCC2 (stereo not drawn)	18.9%
O=C(CSc1ncc(-c2cccc(Br)c2)o1)NC1CCCC1	-5.5%
N#C/C(=C/c1cccc([N+](=O)[O-])c1)c1ccc(C(F)(F)F)cn1	1.4%

# 4 of the compounds above, as labelled records:
> CCC(=O)N1CCc2c(sc3ncnc(NCCc4ccccc4)c23)C1
  KDM5B inhibitor: 10.9%
> O=C(CNC(=O)c1ccccc1)NCCc1c[nH]c2ccccc12
  KDM5B inhibitor: -6.7%
> O=C(NC1CCCCC1)C1CN(C(=O)c2cccc(Br)c2)CC12CCOCC2 (stereo not drawn)
  KDM5B inhibitor: 18.9%
> O=C(CSc1ncc(-c2cccc(Br)c2)o1)NC1CCCC1
  KDM5B inhibitor: -5.5%

# (continued)
molecule	KDM5B inhibitor
COc1ccc(-c2cc(-c3cccc(NC(C)=O)c3)cn3cncc23)cn1	?
COc1ccccc1-c1nc(C2CC(=O)N(c3ccc(F)c(Cl)c3)C2)no1 (stereo not drawn)	?
CCC(=O)N1N=C(c2ccccc2)CC1c1ccc2nccnc2c1 (stereo not drawn)	-9.6%
O=C(O)CCCCN1C(=O)/C(=C\c2ccc(OCc3ccccc3)c(OCc3ccccc3)c2)SC1=S	?
Cc1ccc(-c2nnc([C@H]3CCN(C(=O)COCC(=O)O)C3)o2)cc1	-12.3%[86.2 µM]
Fc1ccc(CN2CCC(Cc3nc(-c4cccnc4)n[nH]3)C2)c(F)c1 (stereo not drawn)	9.7%
O=C(c1ccc(Cn2ccnc2)o1)N1CCCCCC1c1nnc(-c2ccccc2)o1 (stereo not drawn)	10.2%
COCCNC(=O)C1CN(c2ccc(OC)cc2)C(=O)N1 (stereo not drawn)	-12.2%[86.2 µM]
CN1c2cc(C(=O)NCc3ccncc3)ccc2C(=O)N2CCCCC21 (stereo not drawn)	?
Cn1c(CCNC(=O)Cn2nc3c(cc2=O)CCCC3)nc2ccccc21	5.2%
NS(=O)(=O)c1ccc(C(=O)N2CCC(CO)(CN3CCCC3)CC2)cc1	14.3%
O=C1CCN(C(=O)c2ccsc2)CCCC(c2nc(-c3cnccn3)no2)CCN1 (stereo not drawn)	-17.8%

# Remaining list, next part:
molecule	KDM5B inhibitor
O=C(c1ccccc1)N1CCCC2(CC(c3ccccc3)=NO2)C1 (stereo not drawn)	24.7%[149 µM]
O=C1CC(c2ccccc2)N(C(=O)c2cccs2)CCCCCCN1 (stereo not drawn)	-24.0%
O=C(O)c1cc(-c2ccccc2Cl)n(-c2ccc(F)cc2)n1	-0.8%
CS(=O)(=O)c1ccc(C(=O)Nc2c(Cl)cc(NC(=O)c3ccccn3)cc2Cl)cc1	5.3%
COc1cccc(C(=O)Nc2ccc3c(c2)CN(Cc2ccc(OC)cc2OC)C(=O)CO3)c1	0.9%
COc1ccc(NC(=O)c2c(C)oc3ccc(O)c(CN4CCCC(C)C4)c23)cc1Cl (stereo not drawn)	-9.3%
COc1ccc(C(=O)COC(=O)c2cc(C)nc3ccccc23)cc1	-1.8%
COCCc1noc(CNC(=O)c2sc3cccc(F)c3c2Cl)n1	-23.2%
O=C(Cc1ccncc1)N1CC(F)(F)C[C@H]1c1nc(C2CC2)no1	19.1%
Cc1ccc(F)c(S(=O)(=O)Nc2cccc(NC(N)=O)c2)c1	4.6%
Cc1oc(-c2ccccc2Cl)nc1CS(=O)CC(=O)NCc1ccc(Cl)cc1 (stereo not drawn)	16.0%
CC(C)Cc1nc2sc3c(NCC(C)O)ncnc3c2c2c1CCC2 (stereo not drawn)	1.5%

# Reprinted from the entries so far for reference:
molecule	KDM5B inhibitor
CC(C)(C)C(=O)NC1(C(F)(F)F)C(=O)Nc2c1c(=O)[nH]c(=O)n2-c1ccccc1 (stereo not drawn)	2.6%
CCNC(=S)N1CCC(C(N)=O)CC1	14.2%
CCCCCc1nn2cc(-c3ccccc3)nc2s1	-47.3%
COc1cc(Cl)ccc1OC(=O)c1cn(-c2ccccc2OC)c(=O)c2ccccc12	-13.8%
Cc1ccccc1CC(=O)NC(C)c1ccncc1 (stereo not drawn)	15.5%

# More compounds
molecule	KDM5B inhibitor
CCOCCCNC(=O)C(NC(=O)C1CCC(C)CC1)C(C)C (stereo not drawn)	6.2%
Cc1cccc(NC(=O)COC(=O)c2ccc3nc(C)c(C)nc3c2)c1	4.7%
CCN1C(=O)Cc2cc(C(=O)Nc3ccccc3)ccc21	-6.9%
C=C(C)CN(CC)C(=O)CCc1ccco1	10.2%
Cc1ccc(/C=C(\C#N)C(=O)Nc2cccc(C)n2)cc1	?
C=C(C)COc1cc(C)cc2oc(=O)c(CC(=O)NCCc3ccc(S(N)(=O)=O)cc3)c(C)c12	?
COC(=O)COc1nc(-c2ccco2)c2c(c1C#N)CCC2	?
CCCC(=O)n1nc(-c2cccnc2)nc1NCc1ccc(OC)cc1	-18.1%
CC1=C(C(=O)Nc2cccc(F)c2)C2(CCCCCC2)OC1=O	-31.7%
O=C(c1ccoc1)N1CCCN(CCc2ccccc2)c2ccccc21	?
CCn1c2c(c(=O)n1-c1ccccc1)CCN(C(=O)c1ccc(Cl)cc1)C2	-12.8%[86.2 µM]
O=C(NC1CCN(c2cc(-c3ccccc3)[nH]n2)C1)c1ccccc1 (stereo not drawn)	-21.5%
Cc1noc(C)c1CC(=O)NC1CCc2nnc(C)n2CC1 (stereo not drawn)	-28.9%
Cc1cccc(COC(=O)c2nn(Cc3ccccc3)c(=O)c3ccccc23)c1	12.5%
CS(=O)(=O)N1CC[C@H](c2nc3cc(Cl)ccc3o2)C1	?
